GluA2 TARP mod – modulators of GluA2-stargazin AMPA receptor complexes, primary screen, cell-based, membrane potential dye. AID 1259245, 2017. HEK293 GluA2+stargazin, membrane potential dye (FDSS), glutamate EC50; hits were called plate by plate, in both directions. 40,000 tested, 3.5% active. Voltage-dependent calcium channel gamma-2 subunit (Mus musculus) + Glutamate receptor 2 …. calls only at 30 µM;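 active = any of four per-well response measures lying three or more SD from its plate-wide compound average, in either direction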
GluA2 TARP mod agonism max-min – further read-out of GluA2 TARP mod, marked with its call; compound max-min signal; compound-alone response (agonism);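 unitless range of fluorescence divided by baseline over first 100 seconds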
GluA2 TARP mod glutamate slope – recorded beside GluA2 TARP mod, whose call it bears; glutamate slope, % of max; measured here: glutamate response slope, % max;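 scaled per plate between vehicle wells and maximal 1 mM glutamate control wells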
* = called active by the depositor; i = inactive; + = active, no number; & = joins results of further samples.

Values in the order – GluA2 TARP mod	GluA2 TARP mod agonism max-min	GluA2 TARP mod glutamate slope
1: Cc1nc2ccccc2n1CC1CCN(S(=O)(=O)c2ccc3c(c2)OCCO3)CC1
→ i	0.061	61.8
2: CCCNC(=O)CSC1=NS(=O)(=O)c2ccccc2N1Cc1ccccc1
→ i	0.0309	62.3
3: COc1ccc(NC(=O)CSc2nnnn2-c2ccccc2C(F)(F)F)cc1
→ i	0.0797&0.0378	47.3&96.9
4: CCOc1ccc(-c2ccc(N3CCN(C(=O)Cn4cnc5ccccc54)CC3)nn2)cc1
→ i	0.0178	35.2
5: O=C(NCCCN1CCOCC1)C(=O)Nc1ccc2c(c1)OCCO2
→ i	0.042	51.1
6: CC1(C)Cc2cccc(OCC(=O)N3CCC(Cn4cccn4)CC3)c2O1
→ i	0.104	68.2
7: CC1(C)Cc2cccc(OCC(=O)NCCn3ncc4c(N5CCCCCC5)ncnc43)c2O1
→ i	0.04	71.9
8: Cc1ccc(NC(=O)Cn2nc(-c3ccco3)c3sc(N4CCCCC4)nc3c2=O)cc1Cl
→ i	0.0767	48.9
9: COc1ccc(NC(C)=O)cc1NC(=O)c1ccc(=O)[nH]n1
→ +	0.159*	57.1*
10: Cc1ccc(N2CCN(C(=O)c3c(F)cccc3Cl)CC2)nn1
→ i	0.125	57.8
11: COc1ccc(Cl)cc1N1CC(c2nc(-c3ccc4c(c3)OCO4)no2)CC1=O (centres undefined)
→ i	0.135	60.9
12: COc1cc(NC(=O)NCCNC(=O)c2ccc(NC(=O)C(C)(C)C)cc2)cc(OC)c1
→ i	0.0787	44.1
13: Cc1cc(NC(=O)COc2ccccc2)ccc1N1CCCC1=O
→ i	0.0935	69.7
14: CCN(Cc1ccccc1)C(=O)c1csc(-c2cnccn2)n1
→ i	0.122	56.5
15: COc1ccc(CNS(=O)(=O)c2cc3c4c(c2)CCN4C(=O)CC3)cc1
→ i	0.0881	57.9
16: Cc1ccc(S(=O)(=O)N2CCCc3cc(NS(C)(=O)=O)ccc32)cc1
→ i	0.0897	65.8
17: COc1cccc(C(CNC(=O)Nc2cccc(C)c2)N2CCOCC2)c1 (centres undefined)
→ i	0.033	53.5
18: COc1ccc(-c2noc(-c3c(SC)nn(CC(=O)Nc4cccc(OC)c4)c3N)n2)cc1
→ i	0.159	45.8
19: COc1ccccc1NC(=O)NCCc1csc2nc(-c3cccs3)nn12
→ i	0.168	42.1
20: CC(=O)Nc1ccc(NC(=O)c2ccc(-n3cnnn3)cc2)cc1
→ i	0.12	62.8
21: COc1ccc(S(=O)(=O)Nc2ccc3c(c2)N(S(C)(=O)=O)CCC3)cc1
→ i	0.0851	73.8
22: Cc1ccc(NC(=O)C(=O)NCc2ccncc2)c([N+](=O)[O-])c1
→ i	0.157	56.1
23: CC(C)(C)c1ccc(C(=O)N2CCN(c3ccc(-c4cccnc4)nn3)CC2)cc1
→ i	0.0443	44.0

Shown screen by screen: part of the list above.
#7 CC1(C)Cc2cccc(OCC(=O)NCCn3ncc4c(N5CCCCCC5)ncnc43)c2O1
#8 Cc1ccc(NC(=O)Cn2nc(-c3ccco3)c3sc(N4CCCCC4)nc3c2=O)cc1Cl
#3 COc1ccc(NC(=O)CSc2nnnn2-c2ccccc2C(F)(F)F)cc1
#9 COc1ccc(NC(C)=O)cc1NC(=O)c1ccc(=O)[nH]n1
#17 COc1cccc(C(CNC(=O)Nc2cccc(C)c2)N2CCOCC2)c1 (centres undefined)
#15 COc1ccc(CNS(=O)(=O)c2cc3c4c(c2)CCN4C(=O)CC3)cc1
#18 COc1ccc(-c2noc(-c3c(SC)nn(CC(=O)Nc4cccc(OC)c4)c3N)n2)cc1

Assay by compound	7	8	3	9	17	15	18
GluA2 TARP mod	i	i	i	+	i	i	i
GluA2 TARP mod agonism max-min	0.04	0.0767	0.0797&0.0378	0.159*	0.033	0.0881	0.159
GluA2 TARP mod glutamate slope	71.9	48.9	47.3&96.9	57.1*	53.5	57.9	45.8

Complete entries from above. Screens in order: GluA2 TARP mod, GluA2 TARP mod agonism max-min, GluA2 TARP mod glutamate slope
Record of CCN(Cc1ccccc1)C(=O)c1csc(-c2cnccn2)n1 → i, 0.122, 56.5
Record of Cc1nc2ccccc2n1CC1CCN(S(=O)(=O)c2ccc3c(c2)OCCO3)CC1 → i, 0.061, 61.8

Individual results from the entries so far:
Entry of cpd 15 in GluA2 TARP mod glutamate slope: 57.9
Entry of cpd 14 in GluA2 TARP mod agonism max-min: 0.122
Entry of cpd 13 in GluA2 TARP mod glutamate slope: 69.7
Entry of cpd 21 in GluA2 TARP mod agonism max-min: 0.0851
Entry of cpd 18 in GluA2 TARP mod agonism max-min: 0.159
Entry of cpd 5 in GluA2 TARP mod glutamate slope: 51.1
Entry of cpd 6 in GluA2 TARP mod agonism max-min: 0.104

From PubChem BioAssay

Only part of the results is shown; rates above refer to the full screens.
